Peg3 prom inh – reduces Peg3 promoter-driven luciferase expression in HeLa; HeLa PEG-Prom luciferase reporter, luminescence, overnight; inhibition, % at 20 µM; 360,000 tested, 1.7% active; AID 588405;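 active = inhibition of at least 50% at 20 µM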
Vif imaging – inhibitors of HIV Vif | HEK293T cells, Vif self-association by quenched fluorescence, imaging, 24 h | inhibition, % at 7.49 µM | 340,000 tested, 0.35% active | AID 602346; in the data active = inhibition above about 50%, passing the limit was not always enough; note: some results filed as inactive read as strong as hits
aDG glyco act – increases alpha dystroglycan glycosylation | Pro5-aDG cells, alpha-DG glycosylation AlphaScreen (IIH6); 0% Pro5, 100% B10-LARGE cell signal | activation, % at 10 µM | 360,000 tested, 0.22% active | AID 624168;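 active = activation of at least 8% versus controls, or a plate z-score of at least 8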;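 note: Pro5 are CHO cells carrying HIG-tagged alpha-DG that lacks glycosylation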
MITF TRPM1 inh – MITF TRPM1 promoter inhibition in SK-MEL-5 cells | SK-MEL-5 TRPM1 promoter luciferase, 24 h | inhibition, % at 12.5 µM | 330,000 tested, 0.83% active | AID 488899;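 active = mean inhibition across replicates of 60% or more, whatever share of single replicates reaches that level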; note: values of inactives mirror those of a sister screen read the other way
CaV13 FRET inh – Primary screen for inhibitors of IQ motif and Ca2+-dependent inactivation inhibitor domain binding in CACNA1D, Förster resonance energy transfer in living cells, … | HEK cells, CFP/YFP FRET ICDI-IQ, plate reader, 10 min; percent FRET-ratio fall versus neutral wells | inhibition, % at 12.3 µM | 340,000 tested, 0.098% active;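 active = mean replicate inhibition of at least 30% and at least 1% of replicates passing that level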;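 note: 0% = median of the neutral control wells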
Granule exo inh – lytic granule exocytosis inhibition. TALL-104 LAMP-1 surface exposure, flow cytometry; cells stimulated with thapsigargin and PMA. inhibition, % at 10 µM. 360,000 tested, 0.66% active. AID 651702;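 active = inhibition above about 55%, limit read from the data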
HIF-2a block – blocks HIF-2a reporter activity | 786-0 RCC cells HIF-2a reporter, luciferase luminescence, overnight | inhibition, % at 18.8 µM | 360,000 tested, 0.72% active;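 active = inhibition of the luminescence signal of 40% or more relative to plate controls, in a single-dose primary screen at 18.75 µM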
NR2E3 ag-1 – human photoreceptor-specific nuclear receptor agonism | Q9Y5X4 | CHO-S Gal4-NCOR/VP16-NR2E3 two-hybrid, luciferase | inhibition of corepressor binding, % at 3.98 µM | 360,000 tested, 0.35% active | AID 602229;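 active = inhibition above the mean of all tested compounds plus 3 SD, cut at about 70% in these data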;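 note: 0% = DMSO with NR2E3 transfected cells and 100% = cells lacking NR2E3 construct; higher means lower luciferase signal from less NR2E3 corepressor binding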
Target sequence (Q9Y5X4 whole entry, looked up, the tested form may be a part): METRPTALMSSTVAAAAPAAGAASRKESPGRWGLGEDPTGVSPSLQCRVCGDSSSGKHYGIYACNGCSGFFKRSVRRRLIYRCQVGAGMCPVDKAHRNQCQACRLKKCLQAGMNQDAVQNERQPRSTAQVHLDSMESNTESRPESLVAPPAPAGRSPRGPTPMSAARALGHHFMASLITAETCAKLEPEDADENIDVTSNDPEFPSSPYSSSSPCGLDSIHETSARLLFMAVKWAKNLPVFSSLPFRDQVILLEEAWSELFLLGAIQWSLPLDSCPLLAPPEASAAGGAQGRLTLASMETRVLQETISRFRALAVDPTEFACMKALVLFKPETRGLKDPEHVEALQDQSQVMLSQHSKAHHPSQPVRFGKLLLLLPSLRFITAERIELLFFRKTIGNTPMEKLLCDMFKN
PDI turbidity – inhibitors of human protein disulfide isomerase | P07237 | PDI insulin aggregation turbidity, A650, 90 min | inhibition, % at 10 µM | 350,000 tested, 0.052% active | AID 588391;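 active = mean inhibition across replicates of 30% or more, whatever share of single replicates reach that level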;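 note: absorbance from insulin aggregation driven by PDI reduction with DTT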
Target sequence (P07237 whole entry, looked up): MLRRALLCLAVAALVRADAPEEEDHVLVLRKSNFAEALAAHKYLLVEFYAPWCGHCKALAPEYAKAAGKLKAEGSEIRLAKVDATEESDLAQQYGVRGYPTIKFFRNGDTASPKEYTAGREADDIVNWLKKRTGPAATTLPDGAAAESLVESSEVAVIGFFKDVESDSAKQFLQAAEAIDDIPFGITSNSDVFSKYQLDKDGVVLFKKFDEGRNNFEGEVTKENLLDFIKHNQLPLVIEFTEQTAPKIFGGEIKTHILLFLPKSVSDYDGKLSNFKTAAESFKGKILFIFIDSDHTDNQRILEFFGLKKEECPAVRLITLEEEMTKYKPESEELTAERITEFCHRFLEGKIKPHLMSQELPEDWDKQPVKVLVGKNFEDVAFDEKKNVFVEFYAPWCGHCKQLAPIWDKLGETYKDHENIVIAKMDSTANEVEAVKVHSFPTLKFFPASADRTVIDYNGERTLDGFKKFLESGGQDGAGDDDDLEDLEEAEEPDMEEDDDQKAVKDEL
iPSC survival up – increases survival of single human iPS cells. hiPSC single-cell survival, ATPlite luminescence; 100% = ROCK inhibitor wells, 0% = DMSO. survival enhancement, % at 20 µM. 360,000 tested, 0.044% active; in the data active = survival enhancement above about 18%;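 note: cells exposed to compounds for 16 hours before the ATP read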
NR2E3 ag-2 – agonists of human nuclear receptor NR2E3; AID 2300; Q9Y5X4; inhibition of corepressor binding, % at 4.78 µM; 320,000 tested, 0.12% active; GST-NR2E3/biotin-RetCOR TR-FRET, 1536-well;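 active = percent inhibition above the cutoff of mean plus 3 SD of all tested compounds, set per screening campaign, cut at about 20% in these data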;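 note: 0% = DMSO wells and 100% = biotin wells as full block of FRET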
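System: GST-NR2E3 and biotin-RetCOR proteins; probe or stimulus: 7 nM biotin-RetCOR; doses: compound at 4.8 µM, single dose; schedule: Compound–protein incubation for 5 h at 4 °C; detection: time-resolved FRET; read-out: percent inhibition; controls: biotin wells as high control, 0.6% DMSO wells as low control; format: 1536-well plates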
The depositor's hits bear a star; · = not tested or not shown.

SMILES	Peg3 prom inh	Vif imaging	aDG glyco act	MITF TRPM1 inh	CaV13 FRET inh	Granule exo inh	HIF-2a block	NR2E3 ag-1	PDI turbidity	iPSC survival up	NR2E3 ag-2
COc1ccc2cc(C#N)c(N3CCN(Cc4nnnn4CCC(C)C)CC3)nc2c1	25	-7	0.7	8	-4	-1	23	-8	-6	0.1	0
CC1CN(CC(=O)Nc2ccccc2Sc2ccccc2)CC(C)O1 (configuration not stated)	22	-8	0.1	6	-2	0	24	-32	-3	2.2	-1
COc1ccc(C(=O)NCc2nnc(SCC(=O)NC3CCCCC3)n2C)cc1	-14	10	-0.1	2	-3	1	-3	2	10	0.5	1
Cc1ccc(S(=O)(=O)Nc2ccccc2N=Cc2ccc([N+](=O)[O-])cc2[N+](=O)[O-])cc1	-24	-5	1.6	2	-5	-4	-46	-36	-1	0.8	·
Cc1ccc(N2CC(C(=O)Nc3ccc(S(=O)(=O)NCC4CCCO4)cc3)CC2=O)cc1 (configuration not stated)	1	-2	-0.2	10	-5	-1	18	3	-1	-0.6	-1
Cc1cccc(-n2nc3c(c2NC(=O)c2cc4ccccc4o2)CS(=O)(=O)C3)c1	16	-10	-0.1	-4	-7	3	16	-34	-4	-0.1	3
CCOc1cc(CN2CCN(c3cccc(C(F)(F)F)c3)CC2)ccc1O	15	-9	4.2	-7	-9	-1	23	-11	-4	-1.3	-4
COc1cc(OC)c(C2=NOC(C(=O)NCc3ccc4c(c3)OCO4)C2)cc1Cl (configuration not stated)	26	-3	0.5	10	·	-2	16	-23	-1	-1.6	-4
COc1cccc(C2=NOC(C(=O)Nc3cc(C)on3)C2)c1OC (configuration not stated)	-1	-4	0.0	6	-6	0	-1	-15	9	-0.1	-1
CC(C)OC(=O)CSc1nc2ccccc2s1	-31	-5	0.1	-27	0	0	-11	-22	1	-0.6	-1
CC1(C)C(=O)Nc2ccccc2N1C(=O)COc1cc(Cl)ccc1Cl	5	-3	0.1	11	-2	0	2	3	-6	-0.5	2
Clc1cnc(N/N=C/c2ccco2)c(Cl)c1	-179	7	-0.3	-34	-5	-8	-261	-116	4	-1.0	0
O=C(NCc1ccccc1)N1CCN(c2ccc(Cl)c(Cl)c2)CC1	17	-4	2.0	12	-3	-2	2	77*	-5	0.2	-1
CCCC(C)C(=O)Nc1nc(C)c(-c2csc(Nc3cc(Cl)ccc3C)n2)s1 (configuration not stated)	-1	-3	-0.1	·	-5	29	8	-9	-1	-0.9	-1
O=C(Nc1cc(C(=O)N2CCOCC2)cc(C(=O)N2CCOCC2)c1)c1cc(F)c(F)cc1Cl	1	5	-0.2	0	-9	1	9	-11	-5	1.1	2
COc1ccc(-c2cc(=O)[nH][nH]2)cc1OC	12	4	0.0	-1	-9	0	5	-3	12	-2.2	4
CCN(C(=O)CSc1nnc(-c2cccs2)o1)C1CCS(=O)(=O)C1 (configuration not stated)	-15	-6	-0.1	-1	-2	-1	2	-16	1	1.1	0
COc1ccc(OC)c(C2C3=C(N=c4s/c(=C\c5cccc(O)c5)c(=O)n42)c2ccccc2CC3)c1 (configuration not stated)	16	-16	0.9	46	-8	2	8	5	12	0.2	-1
COc1cccc(CNC(=O)c2ccc(CS(=O)Cc3ccc(C)cc3)o2)c1 (configuration not stated)	4	6	0.8	5	-5	-1	2	0	10	-0.4	5
COc1ccc(NC(=O)CCCn2c(=O)c3sccc3n(Cc3ccc(C)cc3C)c2=O)cc1	6	8	0.4	-3	-3	-3	15	7	4	0.1	-2
CC(=O)N/C(=N/c1nc(C)cc(C)n1)Nc1cc(C)cc(C)c1	10	26	0.1	5	-6	-12	17	-2	-6	-0.5	-2
CCOC(=O)c1c(NC(=O)CSc2nnc(CNc3ccc(OC)cc3)n2C)sc(C)c1C	12	-9	-0.1	-18	-3	3	24	-20	8	3.8	0
Cc1nc([N+](=O)[O-])cn1CC(=O)Nc1ccc([N+](=O)[O-])cc1	12	-11	0.0	4	-2	-6	5	1	-7	-0.3	2
C=CCn1c(C)cc(/C([O-])=C(/C(=S)Nc2ccc(OC(F)F)cc2)[n+]2ccc(N(C)C)cc2)c1C	-28	20	0.1	5	-5	0	-60	-17	1	5.0	1
CN1CCN(C(=O)/C(=C/c2cccs2)NC(=O)c2cccs2)CC1	3	1	0.1	-11	-4	1	6	-9	9	0.0	2
COc1cc2c(cc1CN1CCN(C(=O)c3cc(OC)c(OC)c(OC)c3)CC1)OCO2	6	0	0.1	5	-12	-2	20	-26	-4	-0.3	6
COc1ccc(Cl)cc1NC(=S)NNC(=O)c1cccnc1	4	6	-0.3	5	2	-2	-7	8	0	-2.3	-3
COC(=O)[C@]1(C)N[C@H](CN(C)C(=O)Nc2ccccc2)[C@@H]2C(=O)N(Cc3ccccc3)C(=O)[C@@H]21	-8	7	-0.3	-3	-5	2	6	-23	24	-0.2	·
CC1(C)OC(=O)C(=Cc2ccc(-c3ccc(Cl)c(C(=O)O)c3)o2)C(=O)O1	4	2	-0.5	-1	0	-13	6	-14	17	-1.1	4
COC(=O)c1ccc(C(=O)OC)c(NC(=O)COC(=O)CCOc2ccc(C)cc2)c1	1	0	0.1	12	-3	0	-1	7	1	-0.4	0
Cc1ccc(COC(=O)CN2C(=O)NC3(CCCCC3C)C2=O)cc1 (configuration not stated)	4	-5	0.0	3	-6	2	-5	5	-1	0.5	·
Cn1cc(/C=C/C(=O)N2CCCC(C(=O)c3ccc(C(F)(F)F)cc3)C2)cn1 (configuration not stated)	-17	4	0.5	-8	-5	-3	-38	-27	9	0.3	-1
COc1ccc2c(c1)O[C@@]1(CCCC[C@@H]1C)CC2=O	10	-4	0.0	2	-5	-3	-1	-33	-5	-3.4	1
COc1ccc(CN2CCN(C(=O)c3ccccc3C(=O)c3ccccc3)CC2)cc1OC	7	3	-0.2	-4	-2	27	6	-18	-1	0.6	·
COc1ccc(CC(=O)N2CCC3(CC2)NCCc2[nH]cnc23)cc1	-12	12	-0.2	-1	-6	-3	11	3	-2	0.8	0
Cn1cccc1Cc1nnc(SCC(=O)Nc2ccccc2F)n1-c1ccc(F)cc1	1	1	0.2	·	-6	-3	3	33	·	0.0	1
O=C(OCc1nc2ccc(Cl)cc2n1CCO)c1ccccc1C(=O)c1ccccc1	15	-1	0.0	11	-5	0	14	-14	-10	-1.7	1
CCN(CC)Cc1c(C(=O)N/N=C/c2ccco2)nnn1-c1nonc1N	9	-2	0.1	-4	·	-2	4	22	-10	0.0	·
O=C(Nc1ccccc1OC(F)F)c1ccc(F)cc1	4	-6	-0.2	7	·	-1	-12	24	1	4.3	0
CC(=O)NNc1ncnc2ccccc12	-15	-9	-0.2	22	-4	-2	-2	-12	21	-0.4	-1
CCOC(=O)C1CCN(C(=O)CN(c2cccc(C(F)(F)F)c2)S(C)(=O)=O)CC1	13	20	0.0	-1	·	-2	9	-8	13	-1.8	3
CCOC(=O)C1=C(C)N=C2c3ccccc3C(=O)C2C1c1ccc(C)cc1 (configuration not stated)	19	23	-0.1	17	-5	4	23	-9	-2	-0.7	-3
CC(CN1C(C)CCCC1C)OC(=O)c1ccccc1F (configuration not stated)	-12	-16	-0.1	-2	-4	-3	12	7	0	-0.3	-2
CCCS(=O)(=O)NC(=O)C1(C)CCCN(C(=O)c2ccc3ccccc3n2)C1 (configuration not stated)	17	1	-0.1	·	-6	0	19	-14	3	2.3	·
COc1ccc(CC(=O)Nc2ccc(N3CCCC3)c(C)c2)cc1	-25	2	0.0	-21	-7	-8	-26	-19	21	-0.3	3
O=C(COc1cccnc1[N+](=O)[O-])Nc1ccc(N2CCOCC2)cc1	3	2	-0.3	-8	-13	5	14	-8	-7	-0.4	0
Cc1ccc(CNC(=O)C2(C(F)(F)F)C/C(=C\Cc3ccccc3)CCCO2)o1 (configuration not stated)	-5	-14	0.2	2	·	-5	6	-24	6	-1.1	-1
Nn1c(SCC(=O)Nc2ccccc2F)nnc1-c1cccnc1	10	-15	0.1	-1	-4	-2	8	-10	-4	1.1	1
CCOC(O)[C@H]1N[C@@H](c2ccc(Cl)cc2)[C@@H]([N+](=O)[O-])[C@@H]1c1ccccc1 (some centres not stated)	-32	2	0.4	-2	-5	1	-90	-29	6	-1.5	0
O=C(c1ccc(S(=O)(=O)N2CCCCC2)cc1)N1CCc2ccccc2C1	7	-5	0.5	3	-4	-2	8	24	-3	0.3	3
CN(C)/C=N/C(=S)Nc1ccc(Cl)cc1	-181	-3	0.2	-122	5	-2	-200	-53	8	-0.9	-3
CCS(=O)(=O)c1nc(S(=O)(=O)c2ccc(Cl)cc2)c(N2CCN(C)CC2)s1	10	-12	0.0	-2	-4	1	13	27	9	-0.5	-2
O=C(COC(=O)C1CC1)Nc1ccc(Oc2ccccc2)cc1	-17	3	0.7	-2	-5	6	-4	-19	-1	1.9	0
Cc1c(C(=O)c2ccc(Br)cc2)c(=O)n(C)c(=O)n1C	3	13	-0.1	-1	3	-6	9	14	0	-0.2	2
COc1ccccc1NC(=O)Cc1coc2cc(C)ccc12	-52	2	0.3	-9	-4	-1	-80	-26	-2	-2.5	-2
COC(=O)[C@@]12CCCCN1[C@H](c1ccc(-c3ccc(F)cc3)c(OC)c1)[C@H]1C(=O)N(C)C(=O)[C@H]12	37	2	-0.2	7	-12	-13	27	-5	-1	4.9	·
O=C(Nc1cccc(C(F)(F)F)c1)C12CC3CC(CC(C3)C1)C2	0	-1	0.2	-4	·	-1	-5	0	6	-0.4	3
CCOC(=O)C1=CN(Cc2ccc(Br)cc2)S(=O)(=O)NC1C (configuration not stated)	-2	6	0.2	2	-6	-1	2	-17	-1	3.1	·
COc1ccc(C(=O)CCNc2ccc(C)c(Cl)c2)cc1	-81	-12	-0.1	0	-3	7	-56	11	3	-1.0	0
Cc1ccc(NC(=O)Cc2ccsc2)cc1Cl	-107	-3	0.1	-32	-20	-11	-177	-51	4	-0.5	-4
COc1ccc(Cc2nnc(SC(C)C(=O)Nc3ccc(C(N)=O)cc3)o2)cc1 (configuration not stated)	-12	-6	-0.3	5	-5	0	13	24	1	-0.3	-2
